HCV inh – qHTS Assay for Inhibitors of Hepatitis C Virus (HCV); Huh7.5.1 HCVcc-Cre infection, luciferase reporter, 44 h; Potency, µM (highest dose often 41.8 µM), for inactives: at the highest dose activity change, negative = inhibition, usual class: inhibitors; hit rate 3.4% among 340,000; further: potency means the concentration at half of the fitted maximal effect; on the % scale 0 is the no-effect control and ±100 the full control effect
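Whole-lifecycle infectious HCVcc-Cre system; cells 1,000/well, compound then virus (~0.5 moi) added 4 h after plating, 44 h culture. Luciferase read 15 sec following 15 min substrate incubation, room temp.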
LmPK inh – qHTS Assay for Inhibitors of Leishmania Mexicana Pyruvate Kinase (LmPK); purified LmPK, Kinase-Glo ATP luminescence, 1 h; Potency, µM (titrated, usually from 57.5 µM), without a hit: at the highest dose activity change, negative = inhibition, actives largely listed as inhibitors; hit rate 0.37% among 290,000; AID 1721, 2009; further: potency means the concentration at half of the fitted maximal effect; on the % scale 0 is the no-effect control and ±100 the full control effect
Target sequence (Q27686 whole entry, looked up): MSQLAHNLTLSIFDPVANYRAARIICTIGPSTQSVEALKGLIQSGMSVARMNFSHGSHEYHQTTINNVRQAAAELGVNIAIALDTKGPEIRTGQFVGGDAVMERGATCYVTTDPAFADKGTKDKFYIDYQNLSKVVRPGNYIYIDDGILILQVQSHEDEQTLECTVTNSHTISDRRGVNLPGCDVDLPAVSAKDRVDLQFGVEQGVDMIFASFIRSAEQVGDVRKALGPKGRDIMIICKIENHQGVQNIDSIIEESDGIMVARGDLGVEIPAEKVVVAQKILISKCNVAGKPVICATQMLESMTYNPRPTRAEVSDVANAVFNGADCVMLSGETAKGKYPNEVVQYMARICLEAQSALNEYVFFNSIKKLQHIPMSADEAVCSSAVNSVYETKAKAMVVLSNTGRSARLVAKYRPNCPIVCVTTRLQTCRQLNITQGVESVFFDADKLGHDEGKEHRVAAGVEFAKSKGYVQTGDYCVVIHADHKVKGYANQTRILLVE
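qHTS format; LmPK 0.1 nM; substrates PEP 0.5 mM and ADP 0.1 mM. One-hour room-temperature incubation, then coupled luciferase luminescence; 0.5 nM enzyme wells mark activation.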
CHX counter – Cycloheximide Counterscreen for Small Molecule Inhibitors of Shiga Toxin; cell reporter, cycloheximide protein synthesis inhibition counterscreen; max response, %; hit rate 12% among 300,000; AID 2314, 2010; in the data active means max response mostly above about 13%, no sharp cut-off; inactive means mostly below about 14%; further: read at 38.3 µM for the half of the compounds with a filed dose; 0% is about no effect
Pf growth 48h – Primary qHTS for delayed death inhibitors of the malarial parasite plastid, 48 hour incubation; hit rate 5.9% among 310,000; P. falciparum luciferase growth in erythrocytes, 48 h; AID 504832, 2011; Potency, µM (series often up to 28.7 µM), without a hit: at the highest dose activity change, negative = inhibition, hits mostly inhibitors; further: potency means the concentration at half of the fitted maximal effect; on the % scale 0 is the no-effect control and ±100 the full control effect
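Luciferase-expressing parasites in RBCs, 2% Hct / 0.1% parasitemia final; RPMI 1640 + 0.5% Albumax; 37 C, 5% CO2, one generation; luminescence read-out, lower signal = inhibition.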
Shiga inhibitor – A qHTS for Small Molecule Inhibitors of Shiga Toxin. Vero cells, Shiga toxin protein synthesis inhibition reporter. inhibition, % at 38.7 µM. hit rate 9.2% among 290,000. AID 2315, 2010; in the data active means inhibition mostly above about 28%, no sharp cut-off; inactive means mostly below about 43%; further: 0% is about no effect
Pf growth 96h – Primary qHTS for delayed death inhibitors of the malarial parasite plastid, 96 hour incubation; P. falciparum luciferase reporter growth, 96 h; Potency, µM (titrated, usually from 28.7 µM), inactives show at the top dose activity change, negative = inhibition, hits mostly inhibitors; hit rate 6.9% among 320,000; further: potency means the concentration at half of the fitted maximal effect; on the % scale 0 is the no-effect control and ±100 the full control effect
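Parasite growth measured via integrated firefly luciferase reporter in P. falciparum. Infected erythrocytes at 2% hematocrit, 0.05% parasitemia final were treated 96 hours at 37 C under 5% CO2, and luminescence was read.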
Tb PYK inh – qHTS of Trypanosoma Brucei Inhibitors. pyruvate kinase (Trypanosoma brucei), Q57TT1. Potency, µM (top dose mostly 76.8 µM), inactives show top-dose activity, negative = inhibition, most hits filed as inhibitors. AID 624173, 2012. hit rate 0.12% among 410,000. TbPYK enzyme, Kinase-Glo Plus ATP luminescence, 45 min; further: potency means the concentration at half of the fitted maximal effect; on the % scale 0 is the no-effect control and ±100 the full control effect; nearly all actives have a fitted effect of over 50% in size
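Luminescence from Kinase-Glo Plus, added after a 45-minute room-temperature reaction, served as the end-point read-out. The enzyme and substrate were preincubated with compound before ADP (130 uM final) initiated turnover. Concentration-effect curves came from normalized qHTS data.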
* = called active by the depositor; u = inconclusive; x = no result given; & = joins results of further samples; [ ] = remark or other dose. Unless noted, the call rests on the fitted dose curve; in most records, active means well fitted curve in the direction sought with a large enough effect; inconclusive means small, poorly fitted or top-dose-only effect, or another doubt; inactive means no such curve, though single readings can be large; an effect the other way counts as inactive or inconclusive.

nr | mol | HCV inh | LmPK inh | CHX counter | Pf growth 48h | Shiga inhibitor | Pf growth 96h | Tb PYK inh
1 | CCN1C(C#N)=C(C#N)N=C(C)CC1(C)C | -3% | -1% | -9 | -9% | 12 | -18% | 0%
2 | COc1ccc(CCNC(=O)CNS(=O)(=O)c2ccc(Br)s2)cc1OC | -3% | -1% | -1 | -4% | 14 | 0% | 2%
3 | COc1ccc(S(=O)(=O)N2CCCCC2)cc1NC(=O)c1ccc(N2CCCC2=O)cc1 | -10% | x | x | 9.3µM* | x | u | 0%
4 | O=C(O)Cn1c(C(=O)Nc2nc(-c3ccccc3Cl)cs2)cc2ccccc21 | x | x | -6 | -14% | 8 | u | 0%
5 | CS(=O)(=O)N(Cc1ccccc1)c1ccc(C(=O)N2CCN(c3cccc(Cl)c3)CC2)cc1 | 8.9µM* | 7% | 22* | u | 42 | x | 3%
6 | CCOC(=O)c1coc(CNC(=O)c2c(C)oc3c2CCCC3)c1 | -4% | 0% | -4 | -10% | -21 | -9% | 6%
7 | O=C(CSc1nc(-c2ccccc2)c(-c2ccccc2)[nH]1)NCc1ccco1 | u | -3% | 3 | x | 7 | u | -3%
8 | Brc1ccc(NCc2cccc3ccccc23)nc1 | -28% | 2% | 27* | x | 31 | -10% | x
9 | COc1cccc(-n2nnc3c(=O)n(CC(=O)Nc4ccccc4C)cnc32)c1 | 16% | 2% | -7 | -26%[1.15 µM] | -15 | -10% | 1%
10 | Cc1ccc(-c2onc3ccc(C4(C)OCCO4)cc23)cc1 | -4% | -6% | -5 | 9% | -23 | x | -12%
11 | CCC(=O)NC(c1ccco1)c1cc(Cl)c2ccccc2c1O (stereo unspecified) | x | x | x | 3% | x | u | 5%
12 | Cc1[nH]c2ccccc2c1-c1nc2ccccc2[nH]1 | u | 4% | 48* | u | 56* | -3% | 4%
13 | CC(CSC(=O)c1ccccc1)C(=O)N1C[C@@H](Sc2ccccc2)C[C@H]1C(=O)O (stereo partly specified) | x | x | x | -2% | x | 0% | -8%
14 | C/C(=N/Nc1ncc(Br)cn1)c1ccc(Br)cc1 | u | 5% | 2 | 23% | 33 | u | u
15 | C=CCn1cnc2sc(C(=O)Nc3ccccc3OC)c(C)c2c1=O | 4% | -2% | 6 | 1% | -13 | u | 3%
16 | CCCCC(c1nnnn1CCOC)N1CCN(C)CC1 (stereo unspecified) | -2% | 0% | -1 | -5% | 5 | 7% | 0%
17 | COc1ccc2c(c1)c(CC(=O)Nc1ccccc1OC)c(C)n2C(=O)c1ccc(Cl)cc1 | u | -5% | -3 | 0% | -3 | 5.2µM* | -5%
18 | CCC1C(=O)N=C(SCC(=O)Nc2cccc3ccccc23)NC1=O (stereo unspecified) | -1% | 8% | 0 | u | -2 | -34% | 3%
19 | CCOC(=O)Cn1c(-c2ccccc2)nc2ccccc2c1=O | 5% | 3% | -2 | u | -16 | -5% | 2%
20 | CC(=O)c1ccc(NC(=O)Cn2nc(C)cc2C)cc1 | 13% | -6% | 1 | 5% | -13 | 0% | 3%
21 | O=[N+]([O-])c1ccc(N2CCN(C(=S)Nc3ccccc3)CC2)cc1 | 28% | -8% | -2 | 2.1µM* | -11 | -15% | 1%
22 | Cc1c(C#N)c(N)nc2c3c(sc12)NC(=O)CC3c1ccc(F)cc1 (stereo unspecified) | -2% | 5% | 5 | 19% | 11 | u | 4%
23 | CC(C)Nc1nnc(Sc2ccc(Cl)cc2[N+](=O)[O-])s1 | u | 0% | -3 | -3% | 3 | u | 7%
24 | CC(=O)Nc1ccc(SCc2csc(C)n2)cc1 | -6% | 0% | 14 | u | 47* | u | -5%
25 | COc1ccc2cc(C(=O)C3CCCN(C(=O)CCc4ccccn4)C3)ccc2c1 (stereo unspecified) | -28% | 2% | 24* | u | 31* | 9% | -17%
26 | Cc1ccc(-n2c(O)c(/C=N/n3cnnc3)c3ccccc3c2=O)cc1 | 1% | 0%&-5% | -1&21 | 23%&-19% | -25&18 | 84%&13%[activator] | -3%&2%
27 | O=C(NCCCN1CCOCC1)c1cc2c([nH]c3ccccc32)c(-c2cccc(Br)c2)n1 | u | -7% | -1 | 2.3µM* | -3 | 3.3µM* | -2%
28 | CCOC(=O)C1=C(N)n2c(s/c(=C\c3cccs3)c2=O)=C(C(=O)OCC)C1c1cccs1 (stereo unspecified) | -11% | 1% | -2 | u | -17 | u | 1%
29 | C1CCc2nnc(-c3nnc4n3CCCCC4)n2CC1 | 30%[activator] | 3% | -3 | 1% | 1 | x | -6%
30 | CCCCCn1c(N2CCCC2)nc2c1c(=O)n(C)c(=O)n2C | u | -4% | -2 | -17% | 17 | 6% | -2%
31 | CC(=O)C1=C(O)C(=O)N(c2ccc(Br)cn2)C1c1ccc(Br)cc1 (stereo unspecified) | 2% | 2% | 21* | 13% | 93* | 6% | -4%
32 | CCCCN(CC)S(=O)(=O)c1ccc2c(c1)n(C)c(=O)c(=O)n2C | 21% | 5% | -3 | -3% | -7 | 13% | 0%
33 | COc1ccc(-c2cc(C(F)(F)F)nc(SCC(=O)Nc3ccc4c(c3)OCO4)n2)cc1OC | u | 0% | 1 | 8% | -7 | u | 2%
34 | Cc1ccccc1C(=O)NC(=S)Nc1ccc2[nH]c(=O)[nH]c2c1 | 10% | 2% | -1 | 6% | -7 | -22% | -1%
35 | CSc1ccccc1OCc1cc(C(=O)N(C)CCn2nc(C)cc2C)no1 | -7% | -7% | 31* | -15% | 30* | -29% | 0%
36 | CC(=O)c1ccc(-n2c(CCC(=O)O)ccc2-c2ccc(Cl)cc2)cc1 | 0% | 7% | 5 | 19% | -2 | 8% | 11%
37 | Cc1ccc(C(=O)SC2=NCCS2)cc1 | 10% | 0% | -4 | 11% | -3 | 9.3µM* | 1%
38 | Cc1cc(C)nc(/N=C2\NC(=O)CC3C(=O)NCCN23)n1 (stereo unspecified) | 13% | -4% | 0 | -23% | -11 | 89%[activator] | 2%
39 | O=C(O)C(C(=O)O)=C1C2CC3CC(C2)CC1C3 | 3% | 1% | -2 | 3% | 19 | 14% | 0%
40 | Cc1nn(S(=O)(=O)c2ccc(C(C)C)cc2)c(C)c1S(=O)(=O)N1CCOCC1 | -2% | -5% | -4 | 17% | -5 | 1% | -7%
41 | COc1ccc(-c2nc(C(=O)O)cs2)cc1OC | 12% | 0% | -3 | 23% | 20 | 76%[activator] | 4%
42 | CCCC(=O)NC(Oc1ccccc1Cl)C(Cl)(Cl)Cl (stereo unspecified) | 16% | -2% | -3 | 23% | -17 | 37%[activator] | -8%
43 | O=C(c1ccc(Cl)cc1)N1CCCCC(Cl)C1=O (stereo unspecified) | 8% | 8% | -1 | 10% | 2 | 35%[activator] | 1%
44 | CCCOc1ccc(C(=O)N(Cc2cccs2)C2CCS(=O)(=O)C2)cc1 (stereo unspecified) | 2% | -4% | 7 | -12% | 6 | 75%[activator] | -9%&9%
45 | S=c1[nH]nc(-c2cccs2)n1/N=C/c1cn(-c2ccccc2)nc1-c1ccccc1 | -24% | 3% | 10 | u | 1 | u | -32%

Next part, overlapping the part above by 3 compounds.
nr | mol | HCV inh | LmPK inh | CHX counter | Pf growth 48h | Shiga inhibitor | Pf growth 96h | Tb PYK inh
43 | O=C(c1ccc(Cl)cc1)N1CCCCC(Cl)C1=O (stereo unspecified) | 8% | 8% | -1 | 10% | 2 | 35%[activator] | 1%
44 | CCCOc1ccc(C(=O)N(Cc2cccs2)C2CCS(=O)(=O)C2)cc1 (stereo unspecified) | 2% | -4% | 7 | -12% | 6 | 75%[activator] | -9%&9%
45 | S=c1[nH]nc(-c2cccs2)n1/N=C/c1cn(-c2ccccc2)nc1-c1ccccc1 | -24% | 3% | 10 | u | 1 | u | -32%
46 | COc1ccc(/C=C2\SC(=S)N(NC(=O)c3csc4c3CCCC4)C2=O)cc1 | -13% | 0% | -2 | 32%[activator] | 7 | -1% | -2%
47 | Cc1cc(C)c(NC(=O)CSc2nc3ncc(Cl)cc3[nH]2)c(C)c1 | -8% | 3% | -4 | -1% | -5 | 17% | -4%
48 | CC1=C(C#N)C(c2ccc3ncccc3c2)C(C#N)=C(C)N1 | 0% | 6% | -2 | -15% | 1 | 3% | -1%
49 | NC(=O)Nc1ccc(C(=O)OCC(=O)N(Cc2ccccc2)C2CCS(=O)(=O)C2)cc1 (stereo unspecified) | -18% | -3% | -4 | 5% | 18 | 2% | 2%
50 | O=C(CSc1n[nH]c(=O)[nH]c1=O)Nc1ccccc1C(=O)c1ccccc1 | 7% | 0% | 0 | -1% | 16 | -26% | 3%
51 | CC1CN(c2ccc([N+](=O)[O-])c3cccnc23)CC(C)N1 (stereo unspecified) | 8% | 0% | -5 | 40%[activator] | -18 | u | 11%
52 | CCCCN(CCCC)CCNC(=O)CNC(=O)c1cccs1 | 16% | 2% | -1 | x | 31 | u | 4%
53 | COc1ccc(C)cc1NC(=O)NCCC1=CCCCC1 | 0% | 6% | -1 | 15µM* | 10 | 55%[activator] | -2%
54 | C/C(=N/N1CCN(c2ccccc2)CC1)c1cccc([N+](=O)[O-])c1 | -5% | 4% | 33* | 0% | 64* | 4% | 2%
55 | COc1cc(C2C3CN(C)CC=C3C(C#N)=C(N)C2(C#N)C#N)ccc1OC(C)C (stereo unspecified) | -17% | 5% | -5 | u | -16 | u | 9%
56 | Cc1ccc(Sc2ncccc2C(=O)NCC(c2ccc(F)cc2)N2CCOCC2)cc1C (stereo unspecified) | -6% | x | x | 12µM* | x | u | 0%
57 | COC(=O)c1ccccc1C(=O)N1CCOCCOCCOCC1 | -2% | -1% | -3 | 9% | -14 | u | -7%
58 | Cc1ccccc1C(=O)Nc1nnc(SCC(=O)NC2CC2)s1 | 3% | -6% | 30* | 179%[activator] | 64* | u | -7%
59 | CC(=O)c1cccc(NC(=O)N2C3CCC2CC(NC(=O)C2CC2)C3)c1 (stereo unspecified) | 8% | -2% | 2 | 9% | -2 | u | 5%
60 | C=CCn1c(SCC(=O)Nc2ccccc2F)nc2ccccc2c1=O | -1% | 1% | 0 | 8% | -11 | -29% | 2%
61 | COc1ccc(CNC(=O)C(C)NCc2ccccc2Cl)cc1 (stereo unspecified) | 8% | 0% | -3 | -16%[0.00184 µM] | -9 | 3% | -4%
62 | Cc1ccc(F)cc1NC(=O)CSCc1c(C)noc1C | 8% | x | x | 1% | x | u | -2%
63 | O=C(NC1CC1)c1ccc(N2CCCCC2)c([N+](=O)[O-])c1 | 12% | -6% | 17* | 8.3µM* | 79* | 2.6µM* | -1%
64 | CS(=O)(=O)Nc1ccc(C(=O)Nc2ccccc2C(=O)NCc2ccco2)cc1 | -19% | 0% | -1 | u | 7 | -1% | -1%
65 | C[C@H](NC(=O)c1ccc2c(c1)OCO2)c1nnc2ccccn12 | 15% | 1% | 5 | -11% | -6 | 23% | 2%
66 | CC1(C)CC(=O)C(C2=NC3(CCCCCC3)Cc3ccccc32)=C(O)C1 | u | -1% | 1 | u | -14 | u | 1%

Bioassay records: PubChem BioAssay, National Center for Advancing Translational Sciences (NCATS)
